# OX1R antag-1: human HCRTR1 antagonism; O43613; CHO/OX1R cells, Fluo-8 calcium fluorescence, orexin A; inhibition, % at 5 µM; actives 0.43% (n = 330,000); AID 434989;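 active means inhibition above its plate's threshold, mean inhibition of all tested compounds on the plate plus 3 SD, cut at about 37% in these data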;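 further: 0% = orexin A challenge wells and 100% = SB-334867-A antagonist wells; not every result past the cut was called active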
# Target sequence (O43613 whole entry, looked up): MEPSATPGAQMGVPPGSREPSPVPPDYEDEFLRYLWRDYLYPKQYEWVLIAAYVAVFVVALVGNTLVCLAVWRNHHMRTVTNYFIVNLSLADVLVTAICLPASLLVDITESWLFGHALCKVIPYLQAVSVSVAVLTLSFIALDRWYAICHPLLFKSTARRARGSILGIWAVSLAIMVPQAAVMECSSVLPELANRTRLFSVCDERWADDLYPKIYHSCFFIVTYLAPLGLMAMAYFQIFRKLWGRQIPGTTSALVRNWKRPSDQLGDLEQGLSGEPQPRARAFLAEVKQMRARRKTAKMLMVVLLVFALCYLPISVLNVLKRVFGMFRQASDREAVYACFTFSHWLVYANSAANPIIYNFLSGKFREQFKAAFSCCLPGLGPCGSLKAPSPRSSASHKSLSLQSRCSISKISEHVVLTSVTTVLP
# OX1R antag-2: OX1R (human) antagonism; O43613; OX1R-expressing cells, FRET antagonist read-out; inhibition, % at 6.6 µM; actives 1.8% (n = 330,000); AID 485270; in the data active means inhibition mostly above about 38%, no sharp cut-off; inactive means mostly below about 40%;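 further: 0% = agonist challenge alone and 100% = reference antagonist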
# The depositor's hits bear a star.
SMILES | OX1R antag-2 | OX1R antag-1
CNC(=S)NNC(=O)c1sccc1OCc1ccccc1 | 17.4 | -11.7
CC(C)(C)SCCNC(=O)c1ccc(CN2CCc3ccccc3C2)cc1 | -7.5 | -36.0
COc1cc2c(cc1NC(=O)c1ccc(C(C)(C)C)cc1)CCCC2 | 17.2 | -22.6
Cc1ccc(NC(=O)CSc2nc(=O)n3cc(C)ccc3n2)c(C)c1 | 10.1 | -12.7
COc1cccc(-c2noc(C3CCCN(C(=O)c4ccc(F)cc4)C3)n2)c1 (configuration not stated) | 6.6 | -27.0
CC(C)C(c1nnnn1Cc1ccc2c(c1)OCO2)N1CCN(c2ccccc2)CC1 (configuration not stated) | 17.4 | 9.0
COC(=O)C1C/C(=N\NS(=O)(=O)c2ccc(C)cc2)c2ccsc2C1 (configuration not stated) | 3.7 | -21.7
COc1ccccc1NS(=O)(=O)c1ccc(NN=C2CCCCC2)c([N+](=O)[O-])c1 | 30.4 | -21.9
O=C(CCCNS(=O)(=O)c1cccc2nsnc12)N1CCCCC1 | 50.6 | -13.6
COCCN1C=C(C(=O)OC)C(c2ccccc2Cl)C(C(=O)OC)=C1 | 16.9 | -7.4
COc1ccc(NS(=O)(=O)c2cccc(C(=O)NCCCn3ccnc3)c2)cc1 | 14.1 | -13.7
O=c1[nH]c(=O)c2cc([N+](=O)[O-])cc([N+](=O)[O-])c2[nH]1 | 51.7* | -13.6
Cc1cccc(N2CCN(C(=O)c3ccc(N4CCCC4=O)cc3)CC2C)c1 (configuration not stated) | 34.7 | -29.1
O=C(c1ccc(Cl)cc1)c1cc(-c2ccccn2)c(N2CCOCC2)s1 | 11.8 | -40.1
CCOC(=O)c1ccc(NC(=S)N2CCN(CCN=CC3=C(O)CC(c4ccccc4)CC3=O)CC2)cc1 (configuration not stated) | 0.4 | -42.5
CCN(CC)c1nc2ccccc2[nH]1 | 5.4 | 5.2
Cc1nc2ccccc2n1CC(=O)N/N=C/c1cccnc1 | 7.3 | -7.4
Cc1cc(C(=O)Nc2ccc3c(c2)CCC3)c2ccccc2n1 | 15.2 | -33.3
CCOc1ccc(-c2csc3nc[nH]c(=O)c23)cc1 | 25.4 | -7.1
COc1ccc(C2CC(c3cccs3)=NN2c2ccccc2)cc1 (configuration not stated) | 13.2 | -24.2
CCN(CC)CCCNc1oc(-c2ccccc2[N+](=O)[O-])nc1C#N | 19.0 | 0.1
O=C(Nc1ccc2oc(-c3ccccc3)nc2c1)c1ccc2c(c1)OCCO2 | 28.4 | -15.0
CN(C)c1ncc([N+](=O)[O-])cc1C(F)(F)F | 7.5 | -23.2
CCCCCCNC(=O)CNC(=S)N(Cc1cccs1)C1CCCCC1 | 5.5 | -24.0
Cc1ccccc1-n1nc2c(c1NC(=O)C(C)(C)C)CS(=O)(=O)C2 | 9.3 | -4.5
O=[N+]([O-])c1cccc(/C=N/Nc2nc(C(Cl)(Cl)Cl)nc3ccccc23)c1 | 19.5 | -13.4
Cc1nc(-c2ccccc2)nc(-c2ccccc2)n1 | 13.2 | 3.6
CCOC(=O)C1=C(N)OC2=C(C(=O)CC(C)(C)C2)C1c1ccccc1OC (configuration not stated) | 14.9 | -11.3
Cc1cc(CN2CCC(n3nccc3NC(=O)c3ccccc3Cl)CC2)cc(C)c1O | 17.3 | -19.3
O=C(NCC(c1ccco1)N1CCN(c2ccc(F)cc2)CC1)C1CCCCC1 (configuration not stated) | 24.4 | -33.9
COc1ccc(NC(=O)CNC(=O)c2ccc([N+](=O)[O-])cc2)cc1 | 28.0 | -7.2
Cc1cc(C)n(/N=C/c2cc(Cl)cc(Cl)c2O)c(=O)c1 | 21.7 | -1.5
CCOC(=O)/C(C#N)=N/Nc1ccccc1C(=O)O | 14.4 | -12.8
C=Cc1ccc(Cn2nc(-c3ccccc3)ccc2=O)cc1 | 7.2 | -3.4
CCOC(=O)c1sc(NC(=O)CSc2nc3cccnc3n2C)nc1C | 11.3 | -2.5
CCN1CCN(c2ccc(NC(=O)c3cccc(S(=O)(=O)N4CCCC4)c3)cc2)CC1 | 8.6 | -17.0
N#Cc1cc2c(nc1SCC(=O)NCc1ccc3c(c1)OCO3)CCCCC2 | 20.5 | -25.3
CC(OC(=O)C1CCC(=O)N1)C(=O)Nc1cc(Cl)cc(Cl)c1 (configuration not stated) | 7.4 | -3.5
O=C(c1ccc(NS(=O)(=O)c2ccccc2)cc1)N1CCN(Cc2ccc3c(c2)OCO3)CC1 | 8.1 | -17.8
CCOC(=O)N/C(N)=N/c1nc2ccccc2s1 | 16.2 | -15.5
CCOC(=O)c1c(C)[nH]c(C(=O)COC(=O)CNC(=O)c2ccc(Br)cc2)c1C | 8.6 | -27.6
COc1ccc(CNC(=O)CSc2nnc3c(n2)[nH]c2ccc(C)cc23)cc1 | 30.9 | -1.2
COc1ccc(/C=C/C(=O)NCCC(=O)N2CCCN(C)CC2)cc1 | 16.6 | -10.3
Cc1c(NCc2ccccc2O)c(=O)n(-c2ccccc2)n1C | 7.5 | -24.1
COc1ccc(CCN(C)C2CCCN(C(=O)CCC(F)(F)F)C2)cc1OC (configuration not stated) | 2.7 | -22.9

# Shown as a hit in OX1R antag-2, among the entries above:
SMILES | OX1R antag-2 | OX1R antag-1
O=c1[nH]c(=O)c2cc([N+](=O)[O-])cc([N+](=O)[O-])c2[nH]1 | 51.7* | -13.6

# Next part:
SMILES | OX1R antag-2 | OX1R antag-1
NC(=O)CC(NC(=O)c1ccc(Br)cc1)c1ccc(NCc2ccc(F)c(F)c2)c([N+](=O)[O-])c1 (configuration not stated) | 21.1 | -17.0
Cn1c(N)c(C(=O)CSc2nc(N)cc(=O)[nH]2)c(=O)n(C)c1=O | 4.2 | 5.4
O=C(O)c1nn(CC(=O)N2CCC(Cc3ccccc3)CC2)c(=O)c2ccccc12 | 16.4 | -20.9
Oc1cc2ccccc2cc1-c1n[nH]c(=S)o1 | 24.8 | -7.7
O=C(CCNC(=O)C1CCN(S(=O)(=O)c2ccccc2)CC1)NCc1ccc(Cl)cc1Cl | 19.8 | -25.9
Cc1cccc(NC(=S)NCCc2c[nH]c3ccccc23)c1 | 7.8 | -0.9
O=C(Nc1ccc(S(=O)(=O)NCC2CCCO2)cc1)C1CC(=O)N(c2ccccc2)C1 (configuration not stated) | 15.0 | -17.1
Cc1cc(C(=O)Nc2cc(C(F)(F)F)ccc2N2CCOCC2)no1 | 10.2 | -20.9
Cc1cc(=O)n(C)c(=O)n1CCCNc1ccccc1 | 7.4 | -19.0
CC(C)CCNC(=O)C(C)N(Cc1ccc(F)cc1)C(=O)c1ccc(CN2CCOCC2)o1 (configuration not stated) | 1.3 | -29.3
O=C(CNC(=O)C1COc2ccccc2O1)N/N=C/c1cc(Br)c(O)c(Br)c1 (configuration not stated) | 54.3 | -23.2
O=C(O)c1cc2n(n1)CCN(Cc1ccccc1Cl)C2=O | 6.2 | 5.2
O=C(Nc1ccc(N2CCN(C(=O)c3cccs3)CC2)c(Cl)c1)c1cccnc1 | 4.0 | -11.0
CN1C2CCC1/C(=C\c1ccccc1F)C(=O)/C2=C/c1ccccc1F | 1.2 | -0.8
O=c1c2ccccc2sn1-c1cc(S(=O)(=O)N2CCOCC2)ccc1N1CCOCC1 | 6.7 | -13.0

# Of the compounds above, 3 contain a COOH group:
SMILES | OX1R antag-2 | OX1R antag-1
CCOC(=O)/C(C#N)=N/Nc1ccccc1C(=O)O | 14.4 | -12.8
O=C(O)c1nn(CC(=O)N2CCC(Cc3ccccc3)CC2)c(=O)c2ccccc12 | 16.4 | -20.9
O=C(O)c1cc2n(n1)CCN(Cc1ccccc1Cl)C2=O | 6.2 | 5.2

# (next part)
SMILES | OX1R antag-2 | OX1R antag-1
Cc1ccc(-n2c(Cc3cccs3)nnc2SCC(=O)Nc2ccc(F)c(F)c2)cc1 | 21.4 | -23.0
Cc1cnc(C(=O)OCC(=O)NCc2ccc(Cl)cc2)cn1 | 8.8 | 2.9
COc1cc(OC)nc(NC(=O)CCl)n1 | 7.1 | -5.6
O=C(O)c1[nH]c2ccc(Br)cc2c1CCN1C(=O)c2cccc([N+](=O)[O-])c2C1=O | 19.0 | -14.7
Oc1ccc(-c2nnc(SCC3CCCCC3)o2)cc1 | 5.5 | -13.6
CCc1ccc(NC(=O)c2cc(-c3ccc(OC)cc3)on2)cc1 | 0.6 | -14.9
CC(C)NC[C@H](O)COc1cccc2ccccc12 | 12.3 | -3.8
CS(=O)(=O)CCC(C(=O)Nc1ccc2c(c1)OCO2)N1Cc2ccccc2C1=O (configuration not stated) | 31.6 | -4.0
CC(C)(C)C1CCC(=NNC(=O)c2cc3c(s2)CCCC3)CC1 (configuration not stated) | 13.6 | -32.6
CCC(C)N(C)C1CCN(C(=S)Nc2ccc(OC)cc2)CC1 (configuration not stated) | 2.9 | -20.1
COc1ccc([C@@]2(O)c3c(ccc(CC=C(C)C)c3O)NC(=O)[C@@H]2OC)cc1 | 7.1 | 1.9
O=C(CSc1ccc2nnc(-c3ccccn3)n2n1)N1CCOCC1 | 30.7 | 6.0
O=C(CSc1nc2ccccc2o1)Nc1nccs1 | 3.7 | -11.7
COc1ccc(CC(=O)OCC(=O)NCc2ccc3c(c2)OCO3)cc1OC | 4.2 | -17.3
Cc1ccc(C2(c3noc(CN4CCOCC4)n3)CCCC2)cc1 | 0.8 | -5.4
O=C(N/N=C/c1ccco1)c1cc(-c2ccccc2)n[nH]1 | 30.4 | -9.7
N#CC1(c2c(O)nc3n(c2=O)CCCS3)CCCCC1 | 25.6 | -8.9
COc1ccc(-c2nc(CS(=O)CC(=O)NCc3cccnc3)c(C)o2)cc1OC (configuration not stated) | 28.9 | -10.7
COc1ccc(C(=O)C2CCN(CC(=O)Nc3ccccc3F)CC2)cc1 | -2.6 | -20.2
O=C(Nc1ccccc1Cl)Oc1ccc(-c2ccccc2)cc1 | 9.1 | -15.2
CCCSc1nc2cc(C)c(C)cc2n1CC(O)CO (configuration not stated) | 11.5 | -31.8
CCc1ccc(S(=O)(=O)N/N=C\c2ccc3c(c2)OCO3)cc1 | 20.8 | 0.9
NC(=O)CC(NC(=O)c1ccc(Br)cc1)c1ccc(N2CCCCCC2)c([N+](=O)[O-])c1 (configuration not stated) | 15.2 | -8.8
CC(C)Oc1ccc(C2NC(=O)c3ccccc3O2)cc1 (configuration not stated) | 13.3 | -5.5
CC1CCCCN1CCNC(=O)c1cc2c(-c3ccccc3F)nn(C)c2s1 (configuration not stated) | 18.4 | -22.0
CCCCOC(=O)NC1CCS(=O)(=O)C1 (configuration not stated) | 5.4 | 7.0
CCCC1c2ccsc2CCN1C(=S)NC (configuration not stated) | 3.9 | 0.5
CC(C)CCNC(=O)C1CCC(=O)N1C(C)C (configuration not stated) | 2.0 | -14.2
CCOc1cc(C(=O)NC(C)c2ccncc2)cc(OCC)c1OCC (configuration not stated) | 8.3 | -12.6
COc1ccccc1C(=O)COC(=O)CNS(=O)(=O)c1ccc(NC(C)=O)cc1 | 23.0 | -13.0
CC(Oc1ccc(Cl)cc1Cl)C(=O)N(Cc1ccco1)C1CCS(=O)(=O)C1 (configuration not stated) | 22.2 | -15.1
O=C(Nc1cccc(-c2nn[nH]n2)c1)c1ccc(Cl)s1 | 12.5 | 4.2
Cc1ccc(S(=O)(=O)N2c3ccccc3NC(=O)CC2C)cc1 (configuration not stated) | 17.1 | -2.4
CC(C)COc1ccc(C(=O)Nc2sc3c(c2C(=O)O)CC(C)(C)OC3)cc1 | 9.6 | -22.2
COCCN(C(=S)Nc1ccc(OC)c(Cl)c1)C1CCN(C(C)C)CC1 | 32.4 | -11.4
CN1CCc2c(sc3nc(NCCO)n(-c4cccc(Cl)c4)c(=O)c23)C1 | -8.2 | -3.1
COc1cc(C(=O)OCC(=O)Nc2cc(C)on2)ccc1OCc1ccccc1Cl | 21.3 | -2.7
O=C(COC(=O)/C=C/c1ccc(Br)o1)Nc1ccccc1F | 6.6 | -2.0
COc1ccccc1N(CC(=O)NCc1ccccc1)S(C)(=O)=O | 14.9 | -20.3
CN(C)CCCN(C(=O)c1ccc(C(=O)c2ccccc2)cc1)c1nc2c(F)cccc2s1 | 1.2 | -17.0
CCOc1ccccc1CNCCN1CCOCC1 | 7.5 | -5.2
Cn1c2ccccc2c(=O)c2ccc(NCCc3cccs3)cc21 | 39.9 | 6.0
CCCCc1nc(SCC(=O)Nc2cc(C)on2)n[nH]1 | 1.9 | 1.2
O=C(CSc1nnc2ccccn12)Nc1ccccc1Cl | 12.9 | -30.7
O=C(NCc1cccnc1)/C(=C\c1ccc(-c2ccc(Br)cc2)o1)S(=O)(=O)c1ccccc1 | 20.9 | -19.2
COC(=O)c1sccc1NC(=O)Nc1ccccc1OC | 26.9 | -13.6
Cc1ccc(C)c(NC(=S)c2ccc3ccccc3n2)c1 | 19.3 | -35.0
COc1ccc(C2=NN(CN3C(=O)C(=O)c4ccccc43)C(c3ccc(OC)cc3)C2)cc1 (configuration not stated) | 20.4 | -14.9
COC(=O)/C(C#N)=C\c1c(OC)[nH]c2ccccc12 | 10.2 | -11.5
Cc1cccc(NC(=O)c2cccc(S(=O)(=O)NCc3ccccc3)c2)n1 | 21.4 | -8.2
O=C1NC(=Nc2ccccc2)CS1 | 4.5 | 0.0
O=S(=O)(c1cc(Cl)sc1Cl)N1CCCC1 | 7.5 | -19.4
CCCCOc1ccc(-c2cn3ccccc3n2)cc1[N+](=O)[O-] | 21.2 | -34.8
N#Cc1c(CSCC(=O)O)cc(=O)n2c1[nH]c1ccccc12 | 2.7 | -10.9

# Six consecutive records from above, for reference:
SMILES | OX1R antag-2 | OX1R antag-1
COC(=O)c1sccc1NC(=O)Nc1ccccc1OC | 26.9 | -13.6
Cc1ccc(C)c(NC(=S)c2ccc3ccccc3n2)c1 | 19.3 | -35.0
COc1ccc(C2=NN(CN3C(=O)C(=O)c4ccccc43)C(c3ccc(OC)cc3)C2)cc1 (configuration not stated) | 20.4 | -14.9
COC(=O)/C(C#N)=C\c1c(OC)[nH]c2ccccc12 | 10.2 | -11.5
Cc1cccc(NC(=O)c2cccc(S(=O)(=O)NCc3ccccc3)c2)n1 | 21.4 | -8.2
O=C1NC(=Nc2ccccc2)CS1 | 4.5 | 0.0
